SR-BI uptake up – activators of SR-BI mediated HDL lipid uptake | AID 504775 | CHO ldlA[mSR-BI] cells, DiI-HDL uptake fluorescence, 3 h; 100 = double the neutral-control signal | 320,000 compounds, 0.096% hits | activation, % at 12.5 µM;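 active = mean replicate activation of at least 60% and every replicate at or above 60%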;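 note: 0% = median plate neutral-control signal and 100% = twice that signal; values of inactives mirror those of a sister screen read the other way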
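system = CHO ldlA[mSR-BI] cells, LDL receptor-null, SR-BI overexpressing | medium = Ham's F12 with 0.5% BSA, HEPES 25 mM, pH 7.4 | probe or stimulus = DiI-HDL 10 µg/mL | compound dosing = single-point compound dose | incubation = compound exposure 3 h, 37 °C | technique = DiI fluorescence, bottom read | read-out = cell-associated DiI fluorescence as measure of HDL uptake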
RTF Ca sens inh – cardiac RTF calcium desensitization; P19429+P45379; IANBD-labeled cardiac RTF, Ca2+ fluorescence; inhibition, % at 7.15 µM; 340,000 compounds, 0.12% hits; AID 493244;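 active = inhibition above the mean inhibition of all tested compounds plus 3 SD, cut at about 17% in these data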;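 note: assay run at fixed EC70 calcium of 1.6 mM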
PvdQ acylase – blocks Pseudomonas aeruginosa PvdQ acylase activity. purified PvdQ acylase, fluorescence plate reader. inhibition, % at 10 µM. 340,000 compounds, 0.063% hits. AID 488965; in the data active = inhibition above about 30%, passing the limit was not always enough;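 note: 0% = vehicle neutral wells and 100% = reference inhibitor wells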
NSD2 HMT inh – inhibitors of human histone methyltransferase NSD2; O96028; NSD2 peptide methylation, AlphaScreen, 120 min; inhibition, % at 12.5 µM; 310,000 compounds, 0.54% hits; AID 743445; in the data active = inhibition above about 50%
SR-BI DiI inh – blocks mouse SR-BI lipid uptake from DiI-HDL. Q61009. ldlA[mSR-BI] CHO cells, DiI-HDL uptake fluorescence, 3 h. inhibition, % at 12.5 µM. 320,000 compounds, 0.96% hits;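 active = mean replicate inhibition of at least 70% and a set share of replicates each scoring 70 or more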;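 note: 0% = median of neutral control wells and 100% = median of positive control wells; values of inactives mirror those of a sister screen read the other way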
Target sequence (Q61009 whole entry, looked up): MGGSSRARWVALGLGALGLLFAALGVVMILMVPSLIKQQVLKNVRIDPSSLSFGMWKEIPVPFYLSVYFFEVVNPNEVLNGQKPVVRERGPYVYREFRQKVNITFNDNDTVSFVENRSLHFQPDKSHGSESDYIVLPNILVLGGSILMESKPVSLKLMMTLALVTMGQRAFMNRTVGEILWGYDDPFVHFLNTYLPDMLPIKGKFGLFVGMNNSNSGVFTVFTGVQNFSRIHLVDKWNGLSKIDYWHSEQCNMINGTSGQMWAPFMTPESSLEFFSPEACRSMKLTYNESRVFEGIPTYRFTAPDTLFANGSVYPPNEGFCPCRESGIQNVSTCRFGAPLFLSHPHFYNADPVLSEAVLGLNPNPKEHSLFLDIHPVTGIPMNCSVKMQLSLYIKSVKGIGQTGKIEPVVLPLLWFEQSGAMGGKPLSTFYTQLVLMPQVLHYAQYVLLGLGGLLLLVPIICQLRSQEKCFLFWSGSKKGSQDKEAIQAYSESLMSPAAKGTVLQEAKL
PKA-R2B act – PKA-R2B complex activation. P22694+P31323. PKA-R2B holoenzyme dissociation, Cy5-IP20 fluorescence polarization; R2B truncated from residue 108, S112A mutant; 0% DMSO only, 100% 113 µM cGMP. activation, % at 11.4 µM. 340,000 compounds, 0.079% hits;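 active = activation above a cutoff set at the mean over all compounds plus 3 SD, cut at about 18% in these data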;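 note: higher means more holoenzyme dissociation and a rise in polarization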
Keap1 Nrf2 FP – Keap1-Nrf2 (human) interaction inhibition; Keap1 Kelch-Nrf2 peptide fluorescence polarization, 1536-well; inhibition, % at 9.4 µM; 340,000 compounds, 0.15% hits; in the data active = inhibition above about 12%;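 note: human Keap1 Kelch domain with fluorescein labeled Nrf2 9mer peptide probe; 0% = neutral control wells and 100% = peptide positive control; higher means more block of Keap1 binding to Nrf2 peptide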
Target sequence (Q14145 whole entry, looked up, the tested form may be a part): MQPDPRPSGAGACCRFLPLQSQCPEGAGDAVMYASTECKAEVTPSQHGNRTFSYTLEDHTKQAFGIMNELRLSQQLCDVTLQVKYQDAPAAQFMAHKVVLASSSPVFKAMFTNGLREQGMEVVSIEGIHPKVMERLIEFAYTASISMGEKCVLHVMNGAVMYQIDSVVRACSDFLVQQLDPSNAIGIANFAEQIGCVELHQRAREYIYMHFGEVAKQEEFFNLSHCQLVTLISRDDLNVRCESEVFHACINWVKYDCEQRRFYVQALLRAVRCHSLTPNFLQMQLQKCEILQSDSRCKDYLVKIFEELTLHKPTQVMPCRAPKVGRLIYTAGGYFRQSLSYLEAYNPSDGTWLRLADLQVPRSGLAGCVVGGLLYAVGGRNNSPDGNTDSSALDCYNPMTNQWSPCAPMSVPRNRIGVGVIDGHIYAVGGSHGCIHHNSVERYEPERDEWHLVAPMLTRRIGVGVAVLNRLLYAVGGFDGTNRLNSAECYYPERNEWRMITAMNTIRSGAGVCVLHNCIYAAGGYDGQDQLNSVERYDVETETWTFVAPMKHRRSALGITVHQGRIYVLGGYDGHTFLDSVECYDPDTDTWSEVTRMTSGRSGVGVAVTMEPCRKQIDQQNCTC
LANA DNA inh – blocks KSHV LANA C-terminal domain binding to DNA; MBP-C-LANA/FAM-LBS DNA binding, fluorescence polarization; inhibition, % at 9 µM; 340,000 compounds, 0.078% hits;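 active = highest replicate inhibition at or above 60% at 9 µM, even if other replicates fall short; inactive = all replicates below 60% inhibition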;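 note: 0% = neutral control wells and 100% = 4 µM acridine orange control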
Arr AP2 block – human beta-arrestin and AP2 interaction inhibition. FITC-arrestin peptide / GST-AP2 beads, flow cytometry; AP2 beta2 appendage carries R879A mutation. inhibition, % at 10 µM. 340,000 compounds, 0.31% hits. AID 504490;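 active = inhibition above a set limit, near 3 SD of compounds lacking own fluorescence, cut at about 54% in these data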;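 note: plate controls were DMSO wells for no effect and 5 µM unlabelled arrestin peptide for full effect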
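Material – GST-tagged AP2 beta2-adaptin appendage (R879A) on 4 µm glutathione beads · Probe or stimulus – fluorescein-tagged arrestin peptide at 50 nM final · Timing – 12 min plus 1 h, RT · Detection – bead flow cytometry, FITC channel · Read-out basis – inhibition as reduced fluorescein signal on beads, percent · Medium – PBS plus Tween 20 (0.05%) and BSA (0.1%)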
DAGLB inhibitor – diacylglycerol lipase beta (human) inhibition. inhibition, % at 5.17 µM. 340,000 compounds, 0.059% hits. AID 504411. Q8NCG7. HEK293T DAGLB membrane lysate, EnzChek fluorogenic substrate; in the data active = inhibition above about 34%;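 note: 0% = enzyme with vehicle and 100% = wells lacking enzyme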
* hit, by the source's call; x = not tested or not shown. An unsorted share of the library, and some 2.1% of all compounds hit somewhere here.

SMILES	SR-BI uptake up	RTF Ca sens inh	PvdQ acylase	NSD2 HMT inh	SR-BI DiI inh	PKA-R2B act	Keap1 Nrf2 FP	LANA DNA inh	Arr AP2 block	DAGLB inhibitor
COc1ccc2nc(NCCCNC(=O)c3cc(OC)c(OC)c(OC)c3)c(C#N)cc2c1	-24.6	-6.0	-4.6	-9.2	24.6	-0.3	-1.0	3.4	33.1	-0.9
CCOC(=O)C(NC(=O)CC)(Nc1nc2c(s1)CCCC2)C(F)(F)F (configuration not stated)	-3.1	4.5	-5.5	-2.1	3.1	-0.3	-2.7	-0.8	3.2	1.8
CC(Sc1nc2ccccc2s1)C(=O)Nc1ccc2c(c1)OCO2 (configuration not stated)	8.1	0.5	-20.5	-2.9	-8.1	-4.2	-3.1	0.7	-4.0	0.1
COc1cc2cc(CCOC(=O)N3CCCCC3)oc(=O)c2cc1OC	-20.4	-7.5	-3.8	x	20.4	2.9	-3.1	0.6	-2.2	2.3
CCOC(=O)N1CCN(C(=O)CCCCCn2c(=S)[nH]c3cc4c(cc3c2=O)OCO4)CC1	-38.1	3.0	0.8	x	38.1	-7.7	-2.0	-3.5	-10.2	-1.1
CCOC(=O)c1cn2nc(-c3ccc(OC)cc3)cc2nc1C1CCN(C(=O)OC(C)(C)C)CC1	-28.5	-11.0	-8.6	2.9	28.5	-4.3	-2.4	1.0	1.6	-0.3
O=C1[C@@H]2Cc3c([nH]c4ccccc34)C(c3ccccc3)N2C(=O)CN1CCO (some centres not stated)	-27.7	-1.2	-5.3	7.9	27.7	3.1	-2.7	1.7	-6.5	2.6
O=C(Cn1nc(C(F)(F)F)c2c1CCC2)Nc1ccccc1C(F)(F)F	-9.8	-5.7	-7.1	0.8	9.8	-1.8	1.5	0.4	1.1	-4.1
CCOc1ccc(NC(=O)CN(C)S(=O)(=O)c2ccc3c(c2)CCC(=O)N3)cc1	-25.0	-10.5	-6.0	x	25.0	-9.2	-6.3	1.8	2.6	1.1
CCCCn1c(=N)n(CC(O)COc2ccc(C)cc2)c2ccccc21 (configuration not stated)	-26.4	-1.9	-16.4	6.2	26.4	-2.8	-2.6	-0.3	0.7	2.3

Pulled one by one from the list above, 2 records:
SMILES	SR-BI uptake up	RTF Ca sens inh	PvdQ acylase	NSD2 HMT inh	SR-BI DiI inh	PKA-R2B act	Keap1 Nrf2 FP	LANA DNA inh	Arr AP2 block	DAGLB inhibitor
CCCCn1c(=N)n(CC(O)COc2ccc(C)cc2)c2ccccc21 (configuration not stated)	-26.4	-1.9	-16.4	6.2	26.4	-2.8	-2.6	-0.3	0.7	2.3
COc1ccc2nc(NCCCNC(=O)c3cc(OC)c(OC)c(OC)c3)c(C#N)cc2c1	-24.6	-6.0	-4.6	-9.2	24.6	-0.3	-1.0	3.4	33.1	-0.9

Further structures follow:
SMILES	SR-BI uptake up	RTF Ca sens inh	PvdQ acylase	NSD2 HMT inh	SR-BI DiI inh	PKA-R2B act	Keap1 Nrf2 FP	LANA DNA inh	Arr AP2 block	DAGLB inhibitor
O=C(C[C@H]1C/C=C\CCC(=O)OC[C@H]2CCCN2C1=O)NCCO	10.5	-3.4	-8.5	x	-10.5	-0.4	1.4	2.3	14.9	0.6
CC(C)CCNC(=O)C(Cc1ccccc1)NS(=O)(=O)c1ccc2c(c1)c(=O)n(C)c(=O)n2C (configuration not stated)	-2.8	-4.9	-22.1	x	3.4	-2.0	-3.5	1.1	3.4	-0.3
Cc1ccc(OCC(=O)Nc2c[nH]c(=O)[nH]c2=O)cc1C	11.2	-4.3	-3.5	-0.3	-11.2	-1.3	-0.2	0.4	38.5	-1.9
CCOC(=O)c1sc(NC(=O)CN2CCN(c3ccccc3)CC2)nc1C	-12.1	-13.1	-4.5	2.2	12.1	4.0	3.5	-0.8	-0.3	-1.4
NC(=O)Cn1cc(C(=O)C(=O)N2CCOCC2)c2ccccc21	-4.4	-1.8	-4.1	-1.0	4.4	5.9	0.7	2.1	3.0	0.5
CCOc1ccc(-c2n[nH]c(=S)c3ccccc23)cc1	-48.8	1.5	-5.1	-1.1	48.8	-6.5	-3.7	1.8	11.2	-0.8
COCCNS(=O)(=O)c1cccn1-c1ncc(C(F)(F)F)cc1Cl	4.8	-7.4	-10.4	0.2	-4.8	8.8	3.5	0.6	-6.0	-2.2
O=C(Nc1ccc(Oc2cccc3ccccc23)cc1)c1ccco1	-68.0	-7.1	-6.0	x	68.0	-9.8	2.2	-1.0	-0.7	-1.5
S=c1[nH]c(-c2ccc(Cl)cc2)cs1	-69.8	-2.5	-0.9	2.5	69.8	-3.2	-0.7	0.5	13.8	2.1
CN(CC(=O)Nc1ccccc1Cl)C(=O)COC(=O)c1ccc(-c2ccc(O)cc2)cc1	-38.7	-4.2	-7.0	-1.2	38.7	-1.3	1.3	1.3	-16.0	-0.3
COc1ccc(NC(=S)NCc2ccccc2)c(OC)c1	-2.5	-6.2	1.2	1.6	2.5	2.9	-2.1	1.0	48.5	-1.5
N#Cc1c(NC(=O)CCC(=O)O)sc2c1CCCCC2	-0.9	-34.9	-4.2	7.5	0.9	-1.7	-3.9	5.1	14.3	-0.1
COC(=O)c1cc2c(s1)-c1cc(F)ccc1OC2	-10.1	2.8	9.8	-2.0	10.1	-9.9	-0.8	x	-5.2	-8.1
Cc1ccc(NC(=O)c2sc3nc(N)c(C#N)cc3c2N)cc1	-30.4	-4.1	-13.6	1.5	30.4	4.5	-0.5	4.2	-0.4	4.5
CC(OC(=O)CCN=C1NS(=O)(=O)c2ccccc21)C(=O)Nc1ccc(N(C)C)cc1 (configuration not stated)	-10.2	-5.8	-16.0	3.1	10.2	-7.1	-6.0	0.6	-18.1	2.3
C[C@]12CC[C@H](O)CC1=C[C@H](O)C1C2CC[C@@]2(C)C1CC[C@@]2(O)C#Cc1ccc(CN)cc1 (some centres not stated)	-3.2	-15.8	-11.4	-0.9	3.2	-6.4	-4.2	-0.5	17.8	3.7
CC(=O)Nc1sc2c(c1CN1CCN(c3ccc(F)cc3)CC1)CCCC2	-45.8	-37.4	-9.1	7.9	45.8	-0.1	-4.0	0.4	2.5	-3.6
Cc1cc(C)cc(C(=O)Nc2ccc3[nH]c(=O)[nH]c3c2)c1	-23.0	-0.6	-14.5	-1.1	23.0	7.3	-2.2	-0.3	10.2	1.4
O=C(CSc1ccc2ccccc2c1)NCCCN1CCCC1=O	-1.8	0.5	-14.1	-4.5	1.8	3.7	-2.5	1.8	10.9	0.5
Cc1ccc(C(=O)NNC2=NCCC2)cc1	-0.9	4.8	6.8	-1.5	0.9	-3.3	2.0	0.5	1.6	4.2
CC[C@]12c3[nH]c4cc(-c5ccco5)ccc4c3CCN1C(=O)[C@@H](CC(=O)NCc1ccc(OC)c(OC)c1)C[C@@H]2C(=O)N1CCN(C(=O)c2ccco2)CC1	-74.8	-3.8	-15.3	x	74.8*	-5.1	-7.8	0.7	-4.9	4.5
CCOC(=O)c1c(-c2ccc(C)cc2)csc1NC(=O)c1cc2ccccc2oc1=O	x	-5.5	-17.9	-2.7	x	-10.6	-8.9	-1.7	-9.4	1.3
CSc1nc2nc3c(cn2n1)C(=O)CC(c1ccccc1)C3 (configuration not stated)	22.8	-5.0	-11.3	1.4	-22.8	6.1	3.0	-0.3	8.5	2.5
CSc1nsc(/C=C/Nc2ccc(C)c(C)c2)c1C#N	-10.3	-5.7	-15.4	1.4	10.3	4.2	-1.6	-0.4	18.9	0.0
COc1ccc(-c2ccc(=O)n(Cc3ccccc3)n2)cc1	-8.3	-6.2	-3.4	1.1	8.3	2.2	0.6	0.7	39.2	-1.4
O=C(NCC1COc2ccccc2O1)C1CCCN(S(=O)(=O)c2cccc3cccnc23)C1 (configuration not stated)	-34.4	-2.7	9.3	x	34.4	0.9	0.4	-2.1	9.1	0.1
COc1ccc(O)c(/C=N\NC(=O)CCn2nnc3ccccc32)c1	0.2	9.0	-11.5	x	-0.2	-4.8	1.0	0.2	5.9	0.5
CCN(CC)CCn1c(=S)[nH]c2cc(Cl)ccc2c1=O	23.8	-2.5	10.2	3.3	-23.8	0.3	0.3	3.6	7.9	-0.7
CCC(C)NC(=O)Cn1nc([N+](=O)[O-])c(Cl)c1C (configuration not stated)	23.9	-0.1	-17.1	-3.7	-23.9	4.1	-0.5	0.1	-15.5	0.6
COc1cccc(/C=N/N(C)C2=NS(=O)(=O)c3ccccc32)c1O	1.3	-9.1	-11.2	6.1	-1.3	-0.5	2.3	-7.4	20.0	0.1
COc1cccc(C2=NOC(C(=O)NCc3ccc(F)cc3)C2)c1 (configuration not stated)	-13.3	-8.2	-11.0	-0.9	13.3	-0.5	-3.9	0.2	-3.5	-4.1
O=C(Nc1ccc(Br)cc1F)c1ccc2c(c1)N(Cc1ccccc1)C(=O)CS2=O (configuration not stated)	-16.4	1.7	-10.3	x	16.4	11.3	0.8	1.7	3.7	0.5
O=C(CSc1cccc[n+]1[O-])Nc1cc(S(=O)(=O)N2CCOCC2)ccc1Cl	16.7	9.8	-2.9	-2.8	-16.7	-4.0	-0.8	2.2	13.2	1.6
Cc1cc(C)cc(N(C(=O)c2ccccn2)C(C(=O)NC2CCCCC2)c2cccs2)c1 (configuration not stated)	-5.8	-3.9	0.4	x	5.8	-3.2	2.2	1.7	-12.9	-3.5
COc1cc(CC(CC(=O)O)CC(C)OCc2ccccc2)cc(OC)c1 (configuration not stated)	15.7	8.3	-13.9	0.7	-15.7	0.8	4.5	0.5	-4.3	0.5
CC1(C)Cc2c(sc3ncn4c(=S)[nH]nc4c23)CO1	4.2	-9.7	-5.6	1.4	-4.2	1.0	-5.2	-1.5	-8.3	1.3
O=C(Nc1cccn(Cc2c(Cl)cccc2Cl)c1=O)c1c(Cl)cccc1Cl	-19.6	4.2	2.3	0.0	19.6	-2.3	-1.9	-0.7	32.3	-3.0
COC(=O)COn1c(SC(C)C)nc2ccccc2c1=O	-1.3	-1.4	-7.3	-1.8	1.3	-6.5	0.3	1.5	1.6	-1.7
COc1cccc(-c2nc(-c3ccc4c(c3)NC(=O)CO4)cs2)c1	-46.2	1.1	-18.7	-1.1	46.2	1.6	0.6	1.5	1.6	-1.6
COc1ccc(S(=O)(=O)N2CCC(C(=O)NC3CC3)CC2)cc1C	x	1.2	-13.4	-3.4	x	7.4	2.2	-1.0	-7.4	0.9
Cc1c(NC(=S)NC(=O)c2cccc(Cl)c2)c(=O)n(-c2ccccc2)n1C	5.8	-0.8	-14.1	-1.2	-5.8	3.2	0.9	2.9	-28.3	1.1
Cc1nn(C)cc1CN(C)Cc1ccc(OCC(O)CN2CCCCC2)cc1 (configuration not stated)	x	-6.4	3.2	6.1	x	-0.2	-1.0	1.3	-2.7	2.1
CC1(C(=O)OCC(=O)Nc2ccc(Cl)cn2)CC1(Cl)Cl (configuration not stated)	-4.5	-5.5	7.1	-3.1	4.5	0.7	0.9	0.5	23.8	-6.7

Compound activity: PubChem, several laboratories
